# High-throughput results: PubChem BioAssay, National Center for Advancing Translational Sciences (NCATS)
# AMA1-RON2 inh – inhibitors of Plasmodium falciparum AMA1-RON2 interaction; AID 720542; Potency, µM (doses to about 58.2 µM), without a hit: top-dose activity change, negative = inhibition, usual class: inhibitors; 0.2% of 360,000 active; AlphaScreen AMA1-biotinylated RON2 peptide binding;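 further: potency means the concentration at half of the fitted maximal effect; 0% = vehicle wells and -100% = peptide control; nearly all actives have a fitted effect of over 45% in size; some results filed as inactive show a strong effect at the top dose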
#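 AMA1 (3D7) with his tag at 25 nM final met compounds first, then biotinylated RON2 peptide at 25 nM; detection used donor plus acceptor beads, 10 µg/mL apiece, read by AlphaScreen after 30 min at room temperature.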
# LmPK inhibitor – blocks Leishmania mexicana pyruvate kinase activity | Q27686 | purified LmPK, Kinase-Glo ATP luminescence, 1 h | Potency, µM (highest dose often 57.5 µM), for inactives: top-dose activity change, negative = inhibition, usual class: inhibitors | 0.37% of 290,000 active | AID 1721; further: potency means the concentration at half of the fitted maximal effect
# Target sequence (Q27686 whole entry, looked up): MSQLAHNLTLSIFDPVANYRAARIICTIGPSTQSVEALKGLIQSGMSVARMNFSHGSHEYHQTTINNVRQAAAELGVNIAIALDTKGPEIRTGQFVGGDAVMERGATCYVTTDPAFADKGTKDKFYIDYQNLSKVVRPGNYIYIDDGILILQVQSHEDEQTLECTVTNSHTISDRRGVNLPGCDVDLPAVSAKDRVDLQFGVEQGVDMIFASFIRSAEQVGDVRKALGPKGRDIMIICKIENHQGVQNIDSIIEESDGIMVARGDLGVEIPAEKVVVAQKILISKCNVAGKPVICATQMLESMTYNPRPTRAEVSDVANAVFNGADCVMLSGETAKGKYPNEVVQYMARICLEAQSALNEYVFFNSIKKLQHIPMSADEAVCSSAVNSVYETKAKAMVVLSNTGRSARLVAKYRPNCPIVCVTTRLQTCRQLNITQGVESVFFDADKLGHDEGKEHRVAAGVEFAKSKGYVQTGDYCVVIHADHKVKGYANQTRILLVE
#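 Pyruvate kinase activity monitored as ATP production (luciferase luminescence). Conditions: 0.1 nM enzyme, 0.5 mM PEP, 0.1 mM ADP, 1 h, RT; normalized against uninhibited and no-enzyme wells.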
# HCV inhibitor – inhibitors of hepatitis C virus infection. 3.4% of 340,000 active. Huh7.5.1 HCVcc-Cre infection, luciferase reporter, 44 h. Potency, µM (titrated, usually from 41.8 µM), inactives show top-dose activity change, negative = inhibition, hits mostly inhibitors. AID 651820; further: potency means the concentration at half of the fitted maximal effect
#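 Cells seeded at 1,000/well and cultured 4 h, then compounds added followed by HCVcc-Cre virus (~0.5 moi). After 44 h further culture, luciferase substrate was added, plates held 15 min at room temperature, and luminescence read for 15 sec.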
# AmpC inh detg – blocks E. coli AmpC beta-lactamase in detergent assay | AmpC hydrolysis of nitrocefin, absorbance 480 nm, 0.01% Triton | 0.041% of 370,000 active | Potency, µM (titrated, usually from 114 µM), for the others: at the highest dose activity change, negative = inhibition, actives largely listed as inhibitors | P00811 | AID 485294;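 further: potency means the concentration at half of the fitted maximal effect; 0% = no-compound wells and -100% = no-enzyme wells; nearly all actives have a fitted effect of over 25% in size; some results filed as inactive show a strong effect at the top dose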
# Target sequence (P00811 whole entry, looked up): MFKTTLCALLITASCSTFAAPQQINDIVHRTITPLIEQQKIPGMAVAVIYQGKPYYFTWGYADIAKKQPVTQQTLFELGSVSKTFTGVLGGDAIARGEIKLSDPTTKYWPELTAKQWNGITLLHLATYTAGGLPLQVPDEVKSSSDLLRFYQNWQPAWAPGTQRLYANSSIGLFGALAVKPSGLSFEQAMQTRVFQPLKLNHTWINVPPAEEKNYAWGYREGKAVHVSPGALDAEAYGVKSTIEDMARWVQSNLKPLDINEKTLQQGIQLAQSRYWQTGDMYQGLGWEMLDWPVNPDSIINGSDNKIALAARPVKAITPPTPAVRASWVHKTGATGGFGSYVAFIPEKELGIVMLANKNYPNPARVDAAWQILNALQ
#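 20 mM phosphate pH 7.0 + 0.01% (detergent screen) or 0.0001% Triton X-100; 5.3 nM AmpC reagent; cpd preinc 15 min RT; nitrocefin (800 uM stock) to start; A480 q20 s × 4 min; Activity was normalised to no-enzyme and no-compound control wells.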
# AmpC no deterg – inhibitors of E. coli AmpC beta-lactamase without detergent | P00811 | AmpC nitrocefin hydrolysis, absorbance 480 nm, 0.0001% Triton | Potency, µM (doses to about 57.1 µM), without a hit: at the top dose activity change, negative = inhibition, usual class: inhibitors | 0.52% of 330,000 active;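 further: potency means the concentration at half of the fitted maximal effect; plate controls were no compound for no effect and no enzyme for full effect; nearly all actives have a fitted effect of over 20% in size; some results filed as inactive show a strong effect at the top dose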
#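 20 mM phosphate pH 7.0 + 0.01% (detergent screen) or 0.0001% Triton X-100; 5.3 nM AmpC reagent; cpd preinc 15 min RT; nitrocefin (800 uM stock) to start; A480 q20 s × 4 min; Activity was normalised to no-enzyme and no-compound control wells.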
# HCMV antiviral – blocks human cytomegalovirus replication; HFF cells, HCMV-luciferase reporter, 72 h; hits give low values; activity change, negative = inhibition, % at 57.5 µM; 4.5% of 410,000 active; AID 1259415; in the data active means activity change below about -60%; inconclusive means no clear call, values can overlap the other calls; inactive means above about -39%
#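 Luciferase read-out from HCMV-luciferase-infected HFFs (MOI 1 PFU/cell) 72 h post infection at 37C; compounds added after 16 h cell attachment; activity normalized between buffer-only basal and Salinomycin (10uM) inhibitor controls.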
# Tb PYK inh – blocks Trypanosoma brucei pyruvate kinase; Q57TT1; TbPYK enzyme, Kinase-Glo Plus ATP luminescence, 45 min; Potency, µM (series often up to 76.8 µM), for the others: at the highest dose activity, negative = inhibition, hits mostly inhibitors; 0.12% of 410,000 active; AID 624173; further: potency means the concentration at half of the fitted maximal effect; nearly all actives have a fitted effect of over 50% in size
#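 TbPYK + substrate in 50 mM TEA pH 7.2, 100 mM KCl, 10 mM MgCl2, 0.05% BSA, 0.01% Tween-20; cpd pinned; ADP 130 uM final; 45 min RT; Kinase-Glo Plus 10 min; luminescence endpoint.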
# * = called active by the depositor; ? = inconclusive; . = no result given; & = joins results of further samples; [ ] = remark or other dose. Unless noted, the call rests on the fitted dose curve; in most records, active means well fitted curve in the direction sought with a large enough effect; inconclusive means small, poorly fitted or top-dose-only effect, or another doubt; inactive means no such curve, though single readings can be large; an effect the other way counts as inactive or inconclusive. Unless noted, on the % scale 0 is the no-effect control and ±100 the full control effect.
# Fields – AMA1-RON2 inh	LmPK inhibitor	HCV inhibitor	AmpC inh detg	AmpC no deterg	HCMV antiviral	Tb PYK inh
- O=C(NCCN1CCCC1)c1ccc2c(c1)N(Cc1ccc(F)cc1)C(=O)c1ccccc1S2=O (stereo not drawn)
  3%	0%	-6%&-24%	?	59%	-9	1%
- Cc1ccc(NC(=O)COC(=O)C2CC(=O)N(Cc3ccccc3)C2)cc1F (stereo not drawn)
  0%	11%	4%	-7%	32%	0	-5%
- CCC(C)(C)n1nnnc1C(c1ccc(C)cc1)N(Cc1ccco1)Cc1cccs1 (stereo not drawn)
  11%	1%	?	4%	-3%	-25	1%
- C=C(C)c1cccc(C(C)(C)NC(=O)N2CCOCC2)c1
  -5%	-8%	21%	?	-3%	-1	2%
- Cc1ccc(CN2C(=O)C3(c4ccccc42)N(c2cccc(F)c2)C(=O)CS3(=O)=O)cc1 (stereo not drawn)
  .	.	.	-3%	.	-17	1%
- Nc1cccc2c(=O)c3ccccc3[nH]c12
  19%	-2%	?	4%	-19%	-1	0%
- Cc1ccc(C(=O)NC(=S)NCc2cccnc2)cc1C
  2%	-6%	-3%	4%	-25%	?	2%
- COc1ccc2nc(NC(=O)C3CCCN(S(=O)(=O)c4cccc5nonc45)C3)sc2c1 (stereo not drawn)
  -1%	3%	?	-11%	-11%	26	-6%
- O=C(c1ccc2c(c1)OCCO2)C1CCN(S(=O)(=O)c2ccc(F)cc2)CC1
  -9%	7%	-18%	-4%	-30%	-3	-1%
- CCc1ccc(OCC2c3cc(OC)c(OC)cc3CCN2C(=O)Cc2ccc(OC)c(OC)c2)cc1 (stereo not drawn)
  .	.	.	1%	.	12	-2%
- CCc1ccc(S(=O)(=O)/N=C2/C=C(Sc3ncn[nH]3)C(=O)c3ccccc32)cc1
  11%	?	2.8µM*	-7%	20µM*	.	?
- Cc1ccc(CNC(=O)C2CCCCC2C(=O)O)cc1 (stereo not drawn)
  15%	-4%	11%	-8%	-2%	-8	-3%
- CCc1ccccc1NC(=O)CSc1nnc([C@@H](N)Cc2c[nH]c3ccccc23)o1
  59%[activator]	2%	14%	1%	43%	2	2%
- Cc1ncn2cc(-c3ccc(Cl)cc3Cl)[nH]c(=O)c12
  1%	2%	20%	1%	-28%	-32	-3%
- CC(=O)c1ccc(N2CCN(C(=O)c3cc4ccc5cccnc5c4[nH]3)CC2)cc1
  .	.	.	18%	.	3	1%
- O=C(c1ccc(CS(=O)(=O)c2ccc(Br)cc2)o1)N1CCN(C2CCCCC2)CC1
  .	19%	.	?	-8%	130	.
- CCN(CC(=O)Nc1ccc(S(=O)(=O)N2CCCCC2)cc1)Cc1ccccc1
  -13%	.	?	-5%	-17%	-23	-1%
- COc1cc(OC)c(OC)cc1/C=C1\CCC(C2CCCC2)C1=O (stereo not drawn)
  ?	3%	?	-4%	109%[activator]	-29	3%
- COC(OC)c1ccnc(-c2ccc(OC(=O)c3ccccc3)cc2)n1
  4%	8%	-2%	-1%	7%	30	4%
- O=C(CSCc1cccc(Br)c1)N/N=C/c1ccc2c(c1)OCO2
  38%[activator]	9%	?	-13%	-32%	-3	-3%

# Seven records picked at random from those above, as already listed:
# Fields – AMA1-RON2 inh	LmPK inhibitor	HCV inhibitor	AmpC inh detg	AmpC no deterg	HCMV antiviral	Tb PYK inh
- CCc1ccccc1NC(=O)CSc1nnc([C@@H](N)Cc2c[nH]c3ccccc23)o1
  59%[activator]	2%	14%	1%	43%	2	2%
- O=C(CSCc1cccc(Br)c1)N/N=C/c1ccc2c(c1)OCO2
  38%[activator]	9%	?	-13%	-32%	-3	-3%
- Cc1ccc(CN2C(=O)C3(c4ccccc42)N(c2cccc(F)c2)C(=O)CS3(=O)=O)cc1 (stereo not drawn)
  .	.	.	-3%	.	-17	1%
- COc1cc(OC)c(OC)cc1/C=C1\CCC(C2CCCC2)C1=O (stereo not drawn)
  ?	3%	?	-4%	109%[activator]	-29	3%
- C=C(C)c1cccc(C(C)(C)NC(=O)N2CCOCC2)c1
  -5%	-8%	21%	?	-3%	-1	2%
- CCN(CC(=O)Nc1ccc(S(=O)(=O)N2CCCCC2)cc1)Cc1ccccc1
  -13%	.	?	-5%	-17%	-23	-1%
- O=C(c1ccc(CS(=O)(=O)c2ccc(Br)cc2)o1)N1CCN(C2CCCCC2)CC1
  .	19%	.	?	-8%	130	.

# Further results follow.
# Fields – AMA1-RON2 inh	LmPK inhibitor	HCV inhibitor	AmpC inh detg	AmpC no deterg	HCMV antiviral	Tb PYK inh
- COc1ccc(-n2c(NCCN(C)C)nc3sc4c(c3c2=O)CCCCC4)cc1
  -1%	7%	?	4%	34%	-107*	-3%
- CNC(=S)NN(C)c1nc(C)cc(C)n1
  2%	1%	35%[activator]	?	-24%	-18	-1%
- O=C(O)c1cc(-c2ccccc2Cl)n[nH]1
  -14%	2%	-8%	-4%	1%	13	-3%
- COc1ccc(CCC(C)Nc2cccc(F)c2)cc1 (stereo not drawn)
  -18%	6%	-20%	3%	4%	13	4%
- Cc1cc(N/C(=N/S(=O)(=O)c2ccc(F)cc2)c2ccccc2)n(-c2ccccc2)n1
  -7%	7%	2%	-1%	-18%	-4	1%
- CCc1ccc([C@H]2[C@@H]3C(=O)C[C@@H]4C(=O)N(Cc5ccccc5)C(=O)[C@@H]4[C@@H]3CN2S(=O)(=O)c2ccc(C)cc2)cc1
  13%	.	.	.	.	-18	4%
- O=C(O)C1Cc2ccccc2CN1S(=O)(=O)c1ccccc1 (stereo not drawn)
  -5%	10%	4%	-3%	-22%	0	-4%
- Cc1ccc(S(=O)(=O)N2CCN(C(=O)CN3CCCC3)C2)cc1
  7%	-1%	9%	?	-1%	?	-4%
- O=C(c1ccccc1Cl)N1CCN(CCc2ccccn2)CC1
  .	.	.	-5%	.	-8	3%
- COc1ccc(C(=O)N2CCC(n3nccc3NC(=O)C3CCOC3)CC2)cc1 (stereo not drawn)
  3%	-9%	27%	4%	5%	-6	1%
- O=C(N/N=C/c1cccs1)C(=O)N1CCCC1
  -4%	-4%	9%	5%	-9%	-29	2%
- CCC(C(=O)N1CCN(C(=O)c2ccco2)CC1)n1sc2ccccc2c1=O (stereo not drawn)
  1%	-1%	?	?	27%	-21	3%
- CCS(=O)(=O)c1ncc(Cl)c(C(=O)Nc2c(C(=O)Nc3cccc(C)c3)oc3ccccc23)n1
  .	.	.	11%	.	19	3%
- COc1ccccc1Nc1nc(-c2ccc3c(c2)NC(=O)CO3)cs1
  5%	2%	10µM*	4%	-5%	-64*	0%
- C1CNC(C23CC4CC(CC(C4)C2)C3)=N1
  9%	0%	2%	6%	-27%	?	2%
- CCOC(=O)C1(C)CCN1C(=O)c1cncc(Br)c1 (stereo not drawn)
  1%	.	.	.	.	4	0%
- Nc1nnc(-c2ccc(Cl)cc2)s1
  7%	-5%	1%	6%	-2%	0	0%
- O=C(CCNC(=O)c1ccc(Cl)cc1)Nc1c(F)c(F)cc(F)c1F
  15%[2.32 µM]	-2%	11%	?	-12%	-14	-2%
- O=C(CSc1ccncc1)Nc1ccc(S(=O)(=O)Nc2nccs2)cc1
  ?	-2%	22%	4%	-38%	-24	-5%
- O=C(Nc1ccc(F)c(Cl)c1)N(Cc1ccc2c(c1)OCO2)C1CCN(Cc2ccccc2)CC1
  .	.	.	2%	.	-35	13%

# More structures follow.
canonical_smiles	AMA1-RON2 inh	LmPK inhibitor	HCV inhibitor	AmpC inh detg	AmpC no deterg	HCMV antiviral	Tb PYK inh
CCc1nc2ccccc2c(NC(=O)CN2CCC(C)CC2)c1C	-25%	-5%	8%	?	-18%	-13	5%
CCc1c(C(=O)Nc2ccc(S(=O)(=O)N3CCOCC3)cc2)csc1C	-5%	-2%	10µM*	-3%	1%	11	2%
O=C(Nc1cccc(S(=O)(=O)N2CCCCC2)c1)C1CCCN1S(=O)(=O)c1ccccc1F (stereo not drawn)	-4%	.	?	2%	-40%	-13	-6%
CC(=O)Nc1ccc2nc(C3CC3)n(Cc3ccc(Cl)cc3)c(=O)c2c1	5%	11%	?	3%	-10%	9	-1%
CCOC(=O)c1[nH]c2ccccc2c1NC(=O)CC(C)C	0%	4%	12%	8%	-13%	-31	-1%
COC(=O)C1(c2ccccc2)NC(c2cccs2)C2C(=O)N(c3ccccc3)C(=O)C21 (stereo not drawn)	-8%	.	-20%	.	.	-24	5%
CC(C)CCC1(CCO)C(=O)NC(=S)NC1=O	9%	.	3%	.	.	13	5%
Cc1cc(CN(C)C(=O)C2CCC(=O)N(CCc3cccc(F)c3)C2)on1 (stereo not drawn)	3%	-9%	20%	5%	0%	5	3%
Cc1nn(C)c(C)c1CNC(=O)Nc1ccc2c(c1)OCO2	-24%	0%	15%	0%	-4%	56	11%
O=C(NCCCn1ccnc1)c1ccc(C(F)(F)F)cc1	-1%	-1%	22%	-1%	-2%	-18	3%
CCOc1ccc(NC(=O)CSC2=Nc3ccccc3C3=NC(CC(=O)NCc4ccco4)C(=O)N23)cc1 (stereo not drawn)	.	.	.	11%	.	23	-2%
COc1ccc(-c2cc(NC(C)=O)c3ncc(-c4ccccc4)n3c2)cc1OC	6%	.	.	.	.	44	-9%
O=C(CNC(=O)c1ccccc1F)N/N=C/c1cc(Br)ccc1OC(=O)/C=C/c1ccco1	29%	4%	6.3µM*	-4%	-18%	-83*	0%
Cc1noc(C)c1-c1ccc(C(=O)NCc2ccco2)c2occc12	-2%	.	.	.	.	98	1%
CCc1nnc(N/N=C/c2ccccc2Cl)n1N	14%	-3%	1%	-18%	-17%	-3	-7%
CCOc1ccc(Nc2nc(-c3cccc(Cl)c3)c3c(n2)-c2ccccc2OC3)cc1	.	.	.	1%	.	-75*	0%
